Screens deposited in PubChem BioAssay by several laboratories.
PP1 inh: counter-screen for PP5 inhibitors: inhibitors of human PP1-alpha | purified PP1alpha, OMFP fluorescence | inhibition, % at 6.7 µM | actives 0.9% (n = 320,000);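 active = inhibition above the mean inhibition of all tested compounds plus 3 SD, computed separately for each screening campaign, cut at about 15% in these data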
Yeast superoxide: lowers age-related superoxide in aged yeast cells; S. cerevisiae aged cells, superoxide DHE fluorescence; active compounds read low; superoxide response (% of plate mean), % at 10 µM; actives 0.18% (n = 330,000);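 active = superoxide response under a set limit, about three screen SD below normal, cut at about 65% in these data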;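 note: yeast aged for seven days with compound at 30 °C before DHE staining; 100% = average MFI of all compound-treated wells on the plate with controls excluded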
PP5 inh: inhibitors of human protein phosphatase 5 (PP5). inhibition, % at 6.7 µM. purified PP5c, OMFP substrate fluorescence. AID 1987. actives 0.18% (n = 320,000). P53041;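 active = inhibition above the campaign's mean inhibition across all tested compounds plus 3 SD, cut at about 9.5% in these data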;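 note: 0% = DMSO only and 100% = 100 µM cantharidin control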
Target sequence (P53041 whole entry, looked up): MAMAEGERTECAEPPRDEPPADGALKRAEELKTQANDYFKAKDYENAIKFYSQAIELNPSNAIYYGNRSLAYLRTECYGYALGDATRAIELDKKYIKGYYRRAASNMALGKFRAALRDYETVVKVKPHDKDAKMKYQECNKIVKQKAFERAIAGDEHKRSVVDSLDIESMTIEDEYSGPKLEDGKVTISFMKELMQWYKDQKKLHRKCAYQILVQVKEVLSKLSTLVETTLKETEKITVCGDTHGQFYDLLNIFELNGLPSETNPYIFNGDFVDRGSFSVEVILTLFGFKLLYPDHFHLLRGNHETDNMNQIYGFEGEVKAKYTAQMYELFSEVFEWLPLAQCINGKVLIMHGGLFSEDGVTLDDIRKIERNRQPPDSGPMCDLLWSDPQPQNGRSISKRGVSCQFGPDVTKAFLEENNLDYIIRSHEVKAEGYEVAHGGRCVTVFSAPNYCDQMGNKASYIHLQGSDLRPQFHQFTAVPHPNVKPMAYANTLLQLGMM
EBNA-1 inh: blocks EBNA-1 binding to DNA | EBNA-1 DNA binding, fluorescence polarization | inhibition, % at 14.8 µM | actives 0.34% (n = 300,000); in the data active = inhibition above about 28%
GASC-1 inh: blocks human GASC-1 demethylase activity; GST-JMJD2C(1-420) H3K9me3 demethylation, DELFIA europium; inhibition, % at 2.35 µM; actives 0.069% (n = 330,000);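 active = more than half of a compound's replicate wells show inhibition beyond 50%, single wells judged on their own value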;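 note: signal counts dimethyl H3K9 product captured on neutravidin plate; 0% = median of DMSO wells and 100% = 0.3 times that DMSO median; strong numbers were not always called active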
Target sequence (Q9H3R0 1-420 limits assumed): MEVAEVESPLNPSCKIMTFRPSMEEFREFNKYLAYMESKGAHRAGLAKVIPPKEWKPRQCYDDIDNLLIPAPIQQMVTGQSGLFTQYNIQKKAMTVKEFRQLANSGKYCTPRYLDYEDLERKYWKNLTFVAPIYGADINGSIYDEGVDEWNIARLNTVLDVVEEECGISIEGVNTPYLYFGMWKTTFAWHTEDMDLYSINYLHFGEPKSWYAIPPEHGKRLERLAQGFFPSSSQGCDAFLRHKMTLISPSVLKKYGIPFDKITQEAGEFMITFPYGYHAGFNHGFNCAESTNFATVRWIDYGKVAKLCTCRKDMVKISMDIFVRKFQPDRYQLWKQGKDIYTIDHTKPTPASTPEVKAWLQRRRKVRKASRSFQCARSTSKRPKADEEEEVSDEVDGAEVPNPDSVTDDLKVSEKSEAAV
TPT1 inhibitor: C. albicans TPT1 enzyme inhibition; recombinant caTPT1, FP RNA substrate dephosphorylation; inhibition, % at 5 µM; AID 1962; actives 0.81% (n = 300,000);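 active = inhibition above the mean of all tested compounds plus 3 SD, set per screening campaign, cut at about 24% in these data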;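 note: plate controls were DMSO alone for no effect and ferristatin control at 100 nM for full effect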
core dimer inh: HCV core protein dimerization inhibition; TR-FRET GST/Flag-core106 dimerization, 1536-well; inhibition, % at 5 µM; actives 0.33% (n = 300,000); AID 1899;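 active = inhibition above the mean of all tested compounds plus 3 SD, set per screening campaign, cut at about 45% in these data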
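Assay system – GST-tagged and Flag-tagged HCV core protein residues 1-106 · Quantity – core106 proteins, GST 13.5 nM and Flag 17 nM · Benchmarks – unlabelled core106 and no-GST-core106 wells · Read-out basis – percent inhibition of core106 dimerization signal · Detection – time-resolved FRET, ex 340 nm, em 617 and 671 nm · Schedule – 4 h at 22.5 °C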
CTSL1 counter: cathepsin L1 inhibition, PFM18AAP counter-screen | recombinant F. hepatica cathepsin L1, Z-Leu-Arg-MCA fluorescence | inhibition, % at 5.96 µM | actives 0.49% (n = 300,000) | AID 1906;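 active = inhibition above the mean of all tested compounds plus 3 SD, set per screening campaign, cut at about 17% in these data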;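 note: 0% = plate median of test compound wells and 100% = 1 µM Z-Phe-Ala-diazomethylketone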
ZTA DNA inh: blocks Epstein-Barr virus ZTA, an EBNA-1 counter-screen. inhibition, % at 11 µM. ZTA-DNA binding, fluorescence polarization. AID 2234. actives 0.15% (n = 320,000); in the data active = inhibition above about 33%
* marks the source's active call; other numbers are inactive results.

How did O=C(NCC1CCCO1)C1CCCN(S(=O)(=O)c2ccc(Br)cc2)C1 (configuration not stated) do in these assays?
PP1 inh: 3.9; Yeast superoxide: 109.6; PP5 inh: -0.1; EBNA-1 inh: -3.0; GASC-1 inh: 5.1; TPT1 inhibitor: -2.7; core dimer inh: 7.8; CTSL1 counter: 4.4; ZTA DNA inh: 12.5

How did O=C(Nc1ccccc1)c1ccccc1N=Cc1cccc(O)c1 do in these assays?
PP1 inh: -0.7; Yeast superoxide: 106.4; PP5 inh: -6.4; EBNA-1 inh: -14.8; GASC-1 inh: 1.1; TPT1 inhibitor: -6.1; core dimer inh: 3.8; CTSL1 counter: 13.5; ZTA DNA inh: -11.4

How did CCC(=O)N1CCc2cc(S(=O)(=O)NCCC(=O)Nc3ccccc3C)ccc21 do in these assays?
PP1 inh: -1.8; Yeast superoxide: 89.5; PP5 inh: -0.4; EBNA-1 inh: -8.3; GASC-1 inh: -6.4; TPT1 inhibitor: 3.7; core dimer inh: -6.4; CTSL1 counter: 4.1; ZTA DNA inh: -9.7

Results for Cc1nc(-c2ccc(Cl)cc2)sc1C1(C)CC(c2ccc(OC(F)(F)F)cc2)=NO1 (configuration not stated) ?
PP1 inh: -2.4; Yeast superoxide: 101.7; PP5 inh: 2.1; EBNA-1 inh: 7.4; GASC-1 inh: 12.5; TPT1 inhibitor: 0.8; core dimer inh: -1.9; CTSL1 counter: -4.1; ZTA DNA inh: 17.4

How did CN1CCN(NC(=O)CN2C(=O)/C(=C/c3ccccc3Cl)SC2=S)CC1 do in these assays?
PP1 inh: 0.0; Yeast superoxide: 103.9; PP5 inh: 1.5; EBNA-1 inh: 0.1; GASC-1 inh: -1.1; TPT1 inhibitor: 5.8; core dimer inh: -0.8; CTSL1 counter: -0.4; ZTA DNA inh: -3.0

What do the screens show for `Cc1cc(C(=O)CSc2nc(N)cc(N)n2)c(C)n1C1CC1`?
PP1 inh: 2.8; Yeast superoxide: 105.5; PP5 inh: -0.5; EBNA-1 inh: 0.9; GASC-1 inh: 5.1; TPT1 inhibitor: 2.2; core dimer inh: 19.2; CTSL1 counter: 0.3; ZTA DNA inh: 5.3

How did COc1ccc(C(=O)C2CCCN(C(=O)c3ccc4cc[nH]c4c3)C2)c(C)c1 (configuration not stated) do in these assays?
PP1 inh: -1.0; Yeast superoxide: 99.7; PP5 inh: 2.9; EBNA-1 inh: 0.6; GASC-1 inh: 10.7; TPT1 inhibitor: -2.7; core dimer inh: 6.1; CTSL1 counter: -2.5; ZTA DNA inh: 4.4

Results for Cc1ccc(CN2CCN(CC(=O)NC(C)c3ccc4c(c3)OCCO4)C2=O)cc1 (configuration not stated) ?
PP1 inh: -2.7; Yeast superoxide: 98.0; PP5 inh: -0.7; EBNA-1 inh: -3.1; GASC-1 inh: 2.5; TPT1 inhibitor: -1.6; core dimer inh: 5.1; CTSL1 counter: -2.6; ZTA DNA inh: 0.7

How did C=CCOc1ccc(/C(O)=C2/C(=O)C(=O)N(CCCn3ccnc3)C2c2ccco2)cc1 (configuration not stated) do in these assays?
PP1 inh: -1.1; Yeast superoxide: 102.2; PP5 inh: 1.9; EBNA-1 inh: -11.9; GASC-1 inh: -13.1; TPT1 inhibitor: 2.7; core dimer inh: -7.9; CTSL1 counter: -1.4; ZTA DNA inh: -1.8

How did CN1CCN(C(=O)CN(c2ccccc2)S(=O)(=O)N(C)C)CC1 do in these assays?
PP1 inh: -3.7; Yeast superoxide: 93.7; PP5 inh: 1.0; EBNA-1 inh: -11.7; GASC-1 inh: 32.3; TPT1 inhibitor: -1.4; core dimer inh: 2.5; CTSL1 counter: 1.2; ZTA DNA inh: -1.9

What do the screens show for `CCn1c(SCC(N)=O)nnc1-c1ccc2[nH]c(C)c(C)c2c1`?
PP1 inh: -8.2; Yeast superoxide: 112.3; PP5 inh: -0.1; EBNA-1 inh: -2.8; GASC-1 inh: 3.2; TPT1 inhibitor: -4.5; core dimer inh: 1.7; CTSL1 counter: -4.3; ZTA DNA inh: -2.9

Results for CC(C)CC(=O)Nc1nnc(SCC(=O)Nc2ccc(F)cc2)s1 ?
PP1 inh: 5.3; Yeast superoxide: 113.0; PP5 inh: -0.6; EBNA-1 inh: -4.4; GASC-1 inh: -5.0; TPT1 inhibitor: -1.6; core dimer inh: -17.5; CTSL1 counter: 1.6; ZTA DNA inh: -18.5

Two compounds drawn at random from those above:
Results for Cc1nc(-c2ccc(Cl)cc2)sc1C1(C)CC(c2ccc(OC(F)(F)F)cc2)=NO1 (configuration not stated) ?
PP1 inh: -2.4; Yeast superoxide: 101.7; PP5 inh: 2.1; EBNA-1 inh: 7.4; GASC-1 inh: 12.5; TPT1 inhibitor: 0.8; core dimer inh: -1.9; CTSL1 counter: -4.1; ZTA DNA inh: 17.4

How did CCC(=O)N1CCc2cc(S(=O)(=O)NCCC(=O)Nc3ccccc3C)ccc21 do in these assays?
PP1 inh: -1.8; Yeast superoxide: 89.5; PP5 inh: -0.4; EBNA-1 inh: -8.3; GASC-1 inh: -6.4; TPT1 inhibitor: 3.7; core dimer inh: -6.4; CTSL1 counter: 4.1; ZTA DNA inh: -9.7

Following part.
How did CCOC(=O)C1(CCOc2ccccc2)CCN(Cc2cccc(OC)c2)CC1 do in these assays?
PP1 inh: 1.9; Yeast superoxide: 95.7; PP5 inh: 1.4; EBNA-1 inh: 9.4; GASC-1 inh: -3.2; TPT1 inhibitor: -2.4; core dimer inh: -1.1; CTSL1 counter: -1.4; ZTA DNA inh: 11.0

Results for CC(c1nc2ccccc2c(=O)[nH]1)N1CCN(C)CC1 (configuration not stated) ?
PP1 inh: -6.6; Yeast superoxide: 96.2; PP5 inh: -1.2; EBNA-1 inh: -0.3; TPT1 inhibitor: -2.9; core dimer inh: -5.1; CTSL1 counter: 0.7; ZTA DNA inh: 0.8

How did COc1ccc(/C=C/C(=O)OCC(=O)NC2CCCC2)c(OC)c1 do in these assays?
PP1 inh: -5.6; Yeast superoxide: 98.0; PP5 inh: 2.6; GASC-1 inh: 4.9; ZTA DNA inh: -7.5

How did Nc1c([N+](=O)[O-])c(=O)sc2ccccc12 do in these assays?
PP1 inh: -0.9; Yeast superoxide: 90.3; PP5 inh: 0.5; EBNA-1 inh: 6.4; GASC-1 inh: -14.8; TPT1 inhibitor: -1.3; core dimer inh: -6.4; CTSL1 counter: 2.3; ZTA DNA inh: 3.7

How did CCCCNC(=O)C1CCCN(S(=O)(=O)c2ccc(-n3cnnn3)cc2)C1 (configuration not stated) do in these assays?
PP1 inh: -2.1; Yeast superoxide: 102.9; PP5 inh: -0.7; EBNA-1 inh: 0.3; GASC-1 inh: -7.2; TPT1 inhibitor: -5.1; core dimer inh: 4.3; CTSL1 counter: 8.2; ZTA DNA inh: 5.7

Results for O=C(Cn1nc(C(=O)O)c2ccccc2c1=O)Nc1cc(Cl)ccc1-n1cncn1 ?
PP1 inh: -5.0; Yeast superoxide: 107.4; PP5 inh: 2.9; GASC-1 inh: 4.5; ZTA DNA inh: 1.3

What do the screens show for `Cc1cc(C(F)(F)F)c(C#N)c(SCC(=O)Nc2nc3cc(Br)ccc3s2)n1`?
PP1 inh: -9.2; Yeast superoxide: 100.5; PP5 inh: 1.9; EBNA-1 inh: -5.1; GASC-1 inh: -18.7; TPT1 inhibitor: 15.4; core dimer inh: 7.3; CTSL1 counter: -3.9; ZTA DNA inh: 3.9

How did O=C(CSc1nnc(CNC(=O)c2ccccc2)o1)NCc1ccc2c(c1)OCO2 do in these assays?
PP1 inh: -1.1; Yeast superoxide: 103.2; PP5 inh: 0.8; EBNA-1 inh: 5.9; GASC-1 inh: -6.0; TPT1 inhibitor: 1.3; core dimer inh: 2.4; CTSL1 counter: 0.8; ZTA DNA inh: 13.7

Results for CCCCN(C)CCCNC(=O)CCn1nc(-c2ccccc2)ccc1=O ?
PP1 inh: -0.5; Yeast superoxide: 91.8; PP5 inh: -0.3; EBNA-1 inh: -0.3; GASC-1 inh: -6.8; TPT1 inhibitor: 0.2; core dimer inh: -1.4; CTSL1 counter: -0.7; ZTA DNA inh: 12.2

What do the screens show for `COc1ccccc1NC(=O)N1CCn2c(nc3ccccc32)C1`?
PP1 inh: -4.9; Yeast superoxide: 86.2; PP5 inh: -0.5; EBNA-1 inh: 4.6; GASC-1 inh: -0.1; TPT1 inhibitor: 1.7; core dimer inh: 0.0; CTSL1 counter: 1.0; ZTA DNA inh: -7.4

Results for CC(=O)Nc1ccc(NC(=O)CNC(=O)COc2ccccc2)cc1 ?
PP1 inh: -2.6; Yeast superoxide: 100.9; PP5 inh: 3.5; EBNA-1 inh: 4.8; GASC-1 inh: -5.7; TPT1 inhibitor: -3.4; core dimer inh: -3.9; CTSL1 counter: -0.8; ZTA DNA inh: 15.1

How did CCOP(=O)(/C(C#N)=C(/O)c1ccccc1)c1ccccc1 (configuration not stated) do in these assays?
PP1 inh: -2.7; Yeast superoxide: 119.7; PP5 inh: -0.1; EBNA-1 inh: 2.2; GASC-1 inh: 3.6; TPT1 inhibitor: -1.8; core dimer inh: -2.7; CTSL1 counter: -2.7; ZTA DNA inh: -5.5

What do the screens show for `O=S(=O)(c1cc(F)ccc1F)N1CCC2(CC1)OCCN2S(=O)(=O)c1cccs1`?
PP1 inh: 0.3; Yeast superoxide: 98.2; PP5 inh: 1.8; EBNA-1 inh: -12.3; GASC-1 inh: -15.1; TPT1 inhibitor: 0.9; core dimer inh: -0.2; CTSL1 counter: 0.3; ZTA DNA inh: -8.8

Results for O=C(CSc1nc2ccccc2c(=O)n1CC1CCCO1)Nc1ccc(F)cc1 (configuration not stated) ?
PP1 inh: 2.4; Yeast superoxide: 91.3; PP5 inh: -1.7; EBNA-1 inh: -1.3; GASC-1 inh: -1.6; TPT1 inhibitor: 0.6; core dimer inh: 4.9; CTSL1 counter: -0.9; ZTA DNA inh: 2.2

How did COC(=O)c1[nH]c2cc(OC)ccc2c1NC(=O)CCN1CCCC(C)(C)C1 do in these assays?
PP1 inh: -3.3; Yeast superoxide: 100.5; PP5 inh: 0.7; EBNA-1 inh: 0.8; GASC-1 inh: 7.9; TPT1 inhibitor: 2.3; core dimer inh: -5.3; CTSL1 counter: 2.2; ZTA DNA inh: -14.2

What do the screens show for `CCCCCCCCCCOC(=O)NC1CCS(=O)(=O)C1` (configuration not stated)?
PP1 inh: -0.1; Yeast superoxide: 112.5; PP5 inh: 0.3; EBNA-1 inh: 2.2; GASC-1 inh: 4.9; TPT1 inhibitor: -1.7; core dimer inh: -1.0; CTSL1 counter: 0.9; ZTA DNA inh: -1.7

Results for COc1ccc(C(=O)Nc2ccc(S(=O)(=O)NC(C)=O)cc2)cc1[N+](=O)[O-] ?
PP1 inh: -4.5; Yeast superoxide: 94.6; PP5 inh: 1.4; EBNA-1 inh: -5.1; GASC-1 inh: -2.5; TPT1 inhibitor: 2.4; core dimer inh: 3.0; CTSL1 counter: 0.0; ZTA DNA inh: -4.8

Results for O=C(NC(=S)Nc1cc(C(F)(F)F)ccc1N1CCOCC1)c1ccc(-c2cccc(Cl)c2)o1 ?
PP1 inh: 2.1; Yeast superoxide: 104.0; PP5 inh: 1.4; EBNA-1 inh: 0.2; GASC-1 inh: 3.8; TPT1 inhibitor: 1.2; core dimer inh: 15.9; CTSL1 counter: -4.0; ZTA DNA inh: 0.3

How did O=C(C1=COCCO1)N1CCN(c2nc3ccc([N+](=O)[O-])cc3s2)CC1 do in these assays?
PP1 inh: -6.0; Yeast superoxide: 99.3; PP5 inh: -1.7; EBNA-1 inh: 1.9; GASC-1 inh: -13.9; TPT1 inhibitor: -1.9; core dimer inh: 2.2; CTSL1 counter: -2.5; ZTA DNA inh: 1.9
